Bioassay records (PubChem BioAssay)
SW480 rerep = inducers of DNA re-replication in SW480 colon cancer cells. SW480 DNA re-replication, Hoechst DNA content imaging, 48 h. Potency, µM (top dose mostly 46.1 µM), inactives show at the highest dose re-replication activation, hits mostly activators. hit rate 1.8% among 340,000. AID 624297; also: potency is read from the fitted curve at half-maximal effect; % of control where 0% means no effect; nearly all actives have a fitted effect of over 55% in size
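Cells (250 per well) received 23 nL compound or DMSO by pin tool and were kept 48 hr at 37 C, 5% CO2. Nuclei were then stained with Hoechst for 40 min and scanned for DNA content.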
KB-3-1 tox = KB-3-1 parental cell cytotoxicity | hit rate 1.4% among 400,000 | AID 1347075 | Potency, µM (doses to about 46.1 µM), for the others: at the highest dose activity change, negative = cytotoxic, hits mostly cytotoxic | KB-3-1 viability, CellTiter-Glo ATP luminescence, 72 h; also: potency is read from the fitted curve at half-maximal effect; % is scaled to controls: 0 for no effect and ±100 for the full control effect; nearly all actives have a fitted effect of over 60% in size
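72 h, 37 °C compound treatment of KB-3-1 parental cells; CellTiter-Glo added, 10 min, luminescence read. Data corrected against DMSO-only plates and normalized before curve fitting.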
HT1080-NT tox = kills 2HG-producing HT-1080-NT fibrosarcoma cells; HT-1080-NT fibrosarcoma viability, CellTiter-Glo ATP luminescence, 48 h; Potency, µM (doses to about 46.1 µM), inactives show at the highest dose activity, negative = less viability, actives largely listed as cytotoxic; hit rate 1.6% among 360,000; AID 686970;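 also: NT is the 2HG producing partner of a matched IDH1 knockdown line; potency is read from the fitted curve at half-maximal effect; 0% = DMSO-treated cells and -100% = media-only wells without cells; nearly all actives have a fitted effect of over 55% in size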
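Compounds were tested in concentration-response format on HT-1080-NT cells for 48 hours at 37 degrees C. Cell viability came from CellTiter-Glo luminescence; curves were classified by r2, response magnitude and activity.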
HepG2 viability = HepG2 cytotoxicity, counter-screen for TGF-b inhibitors. hit rate 0.76% among 410,000. Potency, µM (top dose mostly 46.1 µM), without a hit: top-dose activity change, negative = cytotoxicity, hits mostly cytotoxic. AID 588856. HepG2 CAGA-GFP viability, ATP luminescence, 18 h; also: potency is read from the fitted curve at half-maximal effect; some results filed as inactive show a strong effect at the top dose
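HepG2 CAGA-GFP cells (1000/well, DMEM with 1% FBS) received compound, then TGF-beta at 500 pg/mL final, and were incubated 18 hours at 37 degrees C. Viability was read by CellTiter-Glo luminescence. Media-only wells were set as complete cell-killing and DMSO as no toxicity.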
IL1B secr inh = inhibitors of inflammasome signaling (IL-1 beta secretion); hit rate 4.7% among 360,000; activity change, % at 57.5 µM; THP-1 LPS/ATP IL-1B secretion, AlphaLISA, 16 h; stronger effect = lower value; in the data active = activity change below about -50%; inconclusive = mostly about -30% to -49%; also: % is scaled to controls: 0 for no effect and ±100 for the full control effect
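Secreted IL-1B measured by AlphaLISA bead assay after 16 h compound exposure of THP-1 cells; compounds (final up to 57.5 uM) added 1 h before LPS (250 ng/mL) and ATP (1.25 mM) stimulation; lower signal means less secretion.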
MCF10A rereplic = DNA re-replication induction in MCF 10a cells; AID 624296; hit rate 2.9% among 350,000; MCF 10A DNA re-replication, Hoechst nuclear intensity, 48 h; Potency, µM (top dose mostly 46.1 µM), for inactives: top-dose activity, positive = re-replication, actives largely listed as activators; also: potency is read from the fitted curve at half-maximal effect; % of control where 0% means no effect; nearly all actives have a fitted effect of over 50% in size
ATXN viability = cell viability loss in ATXN counter-screen. S2 cells (HEK-293 line with an ATXN2-luciferase reporter) viability, CellTiter-Fluor protease fluorescence, 24 h. Potency, µM (titrated, usually from 56.7 µM), hits mostly cytotoxic. hit rate 0.49% among 400,000. AID 651635; also: potency is read from the fitted curve at half-maximal effect; nearly all actives have a fitted effect of over 40% in size
ATXN2 expr inh = inhibitors of ATXN2 expression; AID 1745845; hit rate 0.72% among 360,000; HEK-293 ATXN2-luciferase reporter, luminescence, 24 h; Potency, µM (doses to about 57 µM), for the others: at the highest dose activity change, negative = inhibition, hits mostly inhibitors; also: potency is read from the fitted curve at half-maximal effect; % is scaled to controls: 0 for no effect and ±100 for the full control effect; nearly all actives have a fitted effect of over 55% in size
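qHTS (up to 57 uM final) was run with 24 h compound exposure of reporter cells at 37 °C. Each well was multiplexed: SteadyGlo luminescence measured ATXN2-luciferase expression after a fluorogenic Gly-Phe-AFC viability readout (25 uM final).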
HT1080 IDH1KD tx = toxicity to HT-1080 IDH1 knockdown cells (counter line) | HT-1080 IDH1 knockdown viability, ATP luminescence, 48 h | Potency, µM (doses to about 46.1 µM), without a hit: at the highest dose activity, negative = toxicity, actives largely listed as cytotoxic | AID 686971 | hit rate 2% among 360,000;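 also: potency is read from the fitted curve at half-maximal effect; 0% = DMSO wells and -100% = cell-free medium wells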
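CellTiter-Glo luminescence after 48 h compound exposure at 37 degrees C of IDH1-knockdown HT-1080 cells in 5% FBS RPMI. %Activity scaled between DMSO wells and cell-free media wells, with curves fitted and assigned curve classes.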
Active calls of the source: *; i = inactive; ? = inconclusive; . = no result given; & = joins results of further samples; [ ] = another dose, or the depositor's remark. Unless noted, calls follow the shape of the dose curve; as a rule, active = well fitted curve in the direction sought with a large enough effect; inconclusive = small, poorly fitted or top-dose-only effect, or another doubt; inactive = no such curve, though single readings can be large; an effect the other way counts as inactive or inconclusive.

A first look (two entries):
SMILES	SW480 rerep	KB-3-1 tox	HT1080-NT tox	HepG2 viability	IL1B secr inh	MCF10A rereplic	ATXN viability	ATXN2 expr inh	HT1080 IDH1KD tx
CC12CC(NC(=O)N1c1cccc(C(=O)NCc3ccc4c(c3)OCO4)c1)c1cc(Cl)ccc1O2 (stereo unspecified)	?	?	?	-19.0%	?	?	i	-37.8%	?
CCOC(=O)c1c(C)c(C(=O)Nc2ccc3c(c2)OCCO3)c(C)n1C	4.0%	?	?	-1.5%	18.7	?	i	21.7%	?

Results (from the top)
SMILES	SW480 rerep	KB-3-1 tox	HT1080-NT tox	HepG2 viability	IL1B secr inh	MCF10A rereplic	ATXN viability	ATXN2 expr inh	HT1080 IDH1KD tx
CC12CC(NC(=O)N1c1cccc(C(=O)NCc3ccc4c(c3)OCO4)c1)c1cc(Cl)ccc1O2 (stereo unspecified)	?	?	?	-19.0%	?	?	i	-37.8%	?
CCOC(=O)c1c(C)c(C(=O)Nc2ccc3c(c2)OCCO3)c(C)n1C	4.0%	?	?	-1.5%	18.7	?	i	21.7%	?
Cc1onc(-c2ccccc2Cl)c1C(=O)Nc1nc2ccc(S(C)(=O)=O)cc2s1	0.8%	-28.2%	14.6µM*	-47.7%	-1.6	-3.9%	i	5.7%	?
CCC(=O)N1c2ccccc2CC1C(=O)NCc1cc(OC)ccc1OC (stereo unspecified)	.	11.2%	.	0.7%	.	.	i	5.2%	.
O=C(CSc1ncn[nH]1)Nc1ccccc1Sc1ccccc1	0.2%	-16.5%	-4.4%	-16.4%	7.0	19.6%	i	-2.8%	?
CCOC(=O)c1cnn(-c2ccccc2)c1NC(=O)CN1CCOCC1	0.9%	0.4%	5.8%	27.4%	-12.2	4.2%	i	-25.8%	1.5%
CCCCNC(=O)CN1C(=O)c2cccc(N)c2C1=O	7.1%	4.7%	15.2%	16.2%	-8.3	-10.3%	.	0.2%	17.6%
CC1(C)O[C@@H]2C[C@H]3[C@@H]4CCC5=CC(=O)C=C[C@]5(C)[C@@]4(F)[C@@H](O)C[C@]3(C)[C@]2(C(=O)CO)O1	12.3%&-16.8%	0.0%	?	0.2%	?	-1.5%&-37.2%	i	3.4%&1.8%	?
CCNc1nc(-c2cc3ccccc3o2)cs1	?	-10.3%	-9.3%	-24.9%	0.0	12.7%	i	144.2%[activator]	-9.3%
CCOC(=O)C(O)(CC(=O)c1ccc(OC)cc1)C(F)(F)F (stereo unspecified)	-1.7%	-3.4%	-2.3%	-27.3%	50.2	0.7%	i	0.3%	-2.2%
Cc1ccc(C)c(NC(=O)CCN2CCCCC2)c1	?	-11.5%	-4.9%	3.3%	13.4	-10.4%	i	-0.8%	-2.6%
Clc1cc2nc(-c3cccnc3Cl)[nH]c2cc1Cl	8.4%	-2.7%	13.6%	-5.1%	47.5	8.5%	i	68.6%[activator]	-19.8%
Cc1ccc(NC(=O)CSc2nnc(-c3ccoc3C)n2CCCN(C)C)cc1Cl	-5.5%	-2.6%	-15.9%	-5.4%	-60.8*	10.6%	i	-9.9%	-17.4%
Clc1cccc(Cl)c1CSc1nnc2ccccn12	-6.1%	25.8%	-1.1%	2.3%	0.4	-1.9%	i	25.3%	-7.2%
COC(=O)c1cn(NC(=O)c2ccncc2)c(=O)c2ccccc12	0.3%	13.2%	27.7%	2.2%	1.5	10.3%	i	1.0%	3.2%
COc1ccc(OC)c(C2SCCN2S(=O)(=O)c2cccc(C(F)(F)F)c2)c1 (stereo unspecified)	-1.6%	-1.9%	-6.1%	-19.6%	?	-2.5%	i	-5.1%	-7.0%
Cn1nnc(NCc2cc(Br)ccc2OCc2cccs2)n1	0.3%	-12.4%	-1.4%	-6.8%	16.4	2.2%	i	-8.6%	0.0%
Cc1ccc(N2CCN(C(C(=O)Nc3c(C)cccc3C)c3cccc(F)c3)CC2)cc1 (stereo unspecified)	.	?	23.8%	.	0.3	.	.	.	17.3%
CCC(=O)NC(=S)Nc1ccc(NC(=O)c2ccc([N+](=O)[O-])cc2)cc1	-1.6%	19.1%	-26.6%	-3.3%	6.3	0.7%	i	-1.8%	-29.5%
O=C(Nc1cccnc1Cl)c1cc2c(s1)-c1ccccc1OC2	133.7%	-4.1%	-7.6%	-20.4%	9.3	18.4µM*	i	3.6%	-16.3%
Cc1nnc(NC(=O)CSc2nnc(CC(=O)Nc3ccccc3F)n2C)s1	-14.3%	-1.0%	3.2%	-7.5%	23.7	-15.8%	i	16.0%	6.0%
CC(C)CC1C(=O)N(Cc2cn(CCC3OCCO3)nn2)CCS(=O)(=O)N1Cc1ccc(-c2ccc(F)nc2)cc1 (stereo unspecified)	.	-11.0%	-6.2%	2.2%	7.8	.	?	-30.0%	-3.1%
CSc1nnc(C)c(=O)n1COC(=O)c1cc(Cl)ccc1[N+](=O)[O-]	-12.3%	0.6%	2.2%	-27.0%	-24.0	4.0%	i	-8.2%	6.6%
CCCCSc1cnn(-c2ccccc2)c(=O)c1SCCCC	?	18.4µM*	?	-28.6%	?	?	i	-23.8%	-13.1%
COC(=O)/C=C1\C(=O)N(c2nc3ccccc3s2)C(=S)N1c1ccc(F)cc1	1.3%	0.8%	-25.6%	-13.2%	-4.6	2.5%	i	19.6%	?
O=C(COc1ccccc1[N+](=O)[O-])Nc1ccc2oc(=O)ccc2c1	-13.5%	3.5%	16.6%	-7.3%	-12.9	-6.8%	i	3.8%	0.6%
CCC(C)[C@H](NC(=O)Nc1ccc2c(c1)OCCO2)C(=O)O (stereo partly specified)	18.4µM*	0.1%	-7.4%	6.7%	1.3	?	i	0.7%	5.0%
COc1ccc(Cn2c(=O)n(-c3ccccc3C)c(=O)c3c4c(sc32)CN(C(C)=O)CC4)cc1	.	?	.	-22.7%	.	.	?	-29.1%	.
COc1cccc(-n2nnc3c(=O)n(CC(=O)N4CCC(C)CC4)cnc32)c1	-8.5%	9.6%	2.4%	-21.5%	6.5	6.7%	i	-12.3%	1.6%[9.24 µM]
CCN(CC)C(=O)CSc1nc(C)cc(-c2cccs2)c1C#N	-7.1%	0.0%	-4.4%	-17.5%	?	28.4%	i	-3.1%	-2.6%
CC(=O)c1cc(F)c(N2CCN(C(=O)COc3ccccc3F)CC2)cc1C	14.8%[9.22 µM]	-0.5%	-1.7%	2.3%	-9.5	?	i	-22.8%	-0.2%
CCCCc1cc(=O)oc2cc(C)c(CN3CCCC3)c(O)c12	5.3%	9.7%	?	-9.8%	5.6	?	i	4.7%	-4.1%
Cc1ccc(-n2nc3c(c2NC(=O)c2ccc4c(c2)OCO4)CS(=O)(=O)C3)c(C)c1	4.0%	1.9%	1.4%	-12.0%	?	1.9%	i	-2.9%	-10.0%
Cc1ccc(OCC(=O)Nc2ccc(N3CCN(S(C)(=O)=O)CC3)cc2)cc1C	-3.0%	5.9%	-0.2%	1.0%	-4.1	10.5%	i	9.6%	3.2%
Cc1ccc2c(c1C)NC(=O)CC(c1ccccc1O)=N2	-0.6%	5.2%	-22.8%	-13.9%	11.9	0.8%	i	3.8%	-26.2%
CN(C)S(=O)(=O)c1ccc2c(c1)nc(CCC(=O)NCc1ccc(Cl)cc1)n2C	15.7%	-6.3%	-0.9%	-6.6%	44.6	1.2%	i	-21.3%	-8.7%
CCOC(=O)[C@H]1[C@H]2COc3cc(OC)ccc3[C@@H]2N2C(=O)c3cc(OC)ccc3NC(=O)[C@@]12C	-12.4%	12.7%	13.1%	-2.5%	-11.0	?	i	5.4%	15.9%
Cc1noc(C)c1S(=O)(=O)NC(=O)C1(C)CCN1C(=O)c1ccc(C2CCCCC2)cc1 (stereo unspecified)	.	0.0%	-15.6%	-6.5%	41.1	.	i	9.2%	1.6%
Cc1cccc(C)c1NC(=O)CNC(=O)c1cccc(S(=O)(=O)NCc2cccs2)c1	-5.2%	-0.7%	0.1%	-3.6%	8.1	-10.9%	i	7.6%	-2.5%
COc1ccccc1NC(=O)CN(c1ccccc1OC)S(=O)(=O)c1ccccc1	-10.6%	?	-6.8%	-3.1%	-6.4	?	i	-11.9%	-15.0%
Cc1ccccc1NCC(=O)N=Nc1c(O)[nH]c2ccc([N+](=O)[O-])cc12	-4.6%	14.7%	?	-4.3%	83.9	3.2%	?	?	-29.7%
Cc1ccc2occ(CC(=O)Nc3ccc(S(=O)(=O)N4CCC(C)CC4)cc3)c2c1	.	8.3%	.	-54.5%	.	.	?	-38.7%	.
COc1ccc(-c2cc(C(F)F)n3ncc(C(=O)N4CCCc5ccccc54)c3n2)cc1	-9.6%	2.9%	13.3%	0.2%	43.1	5.3%	?	-8.7%	13.1%
O=C(Nc1ncc(Cc2cccc(Cl)c2Cl)s1)C1CCCO1 (stereo unspecified)	1.3%	-18.1%	-22.5%	-42.2%	-7.2	-7.7%	?	-17.2%	-13.8%
COc1ccc2ccccc2c1CN1CCSCC1	5.3%	-11.3%	3.1%	-11.8%	7.7	9.3%	i	4.3%	12.1%
